# DSG3 Ab inh = human desmoglein-3 autoantibody binding inhibition. binding (percent of control), % at 10 µM. DSG3-coupled beads, scFv-anti-DSG3-GFP binding, flow cytometry; stronger effect = lower value. AID 588358. hit rate 0.48% among 310,000;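 active means binding more than 3 SD below its plate's average and above zero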;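 further: hits lower antibody fragment binding to DSG3; some compounds called inactive have numbers as strong as hits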
# MOR-DOR ag = agonists of human mu-delta opioid receptor heterodimerization; P35372+P41143; cells, OPRM1-OPRD1 heterodimerization, luminescence; AID 504326; activation, % at 9.3 µM; hit rate 0.3% among 340,000; in the data active means activation above about 18%;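 further: 0% = vehicle-treated cells and 100% = reference agonist; values of inactives mirror those of a sister screen read the other way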
# HTR5A ag ctr = HTR5A agonism, opioid heterodimer counter-screen | HTR5A agonist assay, luminescence, cell-based | activation, % at 9.3 µM | P47898 | hit rate 0.61% among 340,000 | AID 504692; in the data active means activation mostly above about 9.5%, no sharp cut-off; inactive means mostly below about 7.6%;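 further: 0% = cells with vehicle only and 100% = reference agonist; strong numbers were not always called active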
# Target sequence (P47898 whole entry, looked up): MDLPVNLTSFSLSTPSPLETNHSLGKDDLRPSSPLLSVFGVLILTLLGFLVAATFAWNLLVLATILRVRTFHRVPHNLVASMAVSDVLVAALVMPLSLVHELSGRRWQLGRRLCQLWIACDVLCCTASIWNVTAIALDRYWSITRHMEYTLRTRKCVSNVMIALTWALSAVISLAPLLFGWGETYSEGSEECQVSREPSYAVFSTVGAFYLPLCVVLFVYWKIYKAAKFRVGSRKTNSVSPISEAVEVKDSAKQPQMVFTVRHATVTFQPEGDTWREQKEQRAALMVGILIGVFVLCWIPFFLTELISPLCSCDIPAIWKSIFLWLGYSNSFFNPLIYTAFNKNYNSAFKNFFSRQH
# V-ATPase pHluor = yeast V-ATPase proton transport regulation by pHLuorin; hit rate 0.37% among 350,000; response, % at 10 µM; S. cerevisiae, pHLuorin cytosolic pH fluorescence; in the data active means response mostly above about 7.3%, no sharp cut-off; inactive means mostly below about 5.4%; further: actives read high; inactives centre near 0; some compounds called inactive have numbers as strong as hits; reference of the scale not given here
# Arrestin-AP2 inh = human beta-arrestin and AP2 interaction inhibition; inhibition, % at 10 µM; FITC-arrestin peptide / GST-AP2 beads, flow cytometry; AP2 beta2 appendage carries R879A mutation; AID 504490; hit rate 0.31% among 340,000;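 active means inhibition above a set limit, near 3 SD of compounds lacking own fluorescence, cut at about 54% in these data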;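 further: plate controls were DMSO wells for no effect and 5 µM unlabelled arrestin peptide for full effect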
#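 System: GST-AP2 R879A glutathione beads. Medium: PBS with 0.05% Tween 20 and 0.1% BSA. Also added: FITC-arrestin peptide, 50 nM. Incubation: 12 min plus 1 h, RT. Measured by: high-throughput flow cytometry of beads, ex 488, em 535 nm. Evaluation: percent drop in bead-associated FITC signal.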
# HTR5A inv ag = inverse agonist of human HTR5A in OPRM1-OPRD1 counter-screen | inhibition, % at 9.3 µM | P47898 | hit rate 0.083% among 340,000 | HTR5A cell line, luminescence, inverse agonism; in the data active means inhibition mostly above about 23%, no sharp cut-off; inactive means mostly below about 18%;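 further: 0% = cells with DMSO and 100% = no-cell wells with DMSO; some compounds called inactive have numbers as strong as hits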
# PKA-R2B activ = activators of human PKA-R2B complex | P22694+P31323 | activation, % at 11.4 µM | hit rate 0.079% among 340,000 | AID 504700 | PKA-R2B holoenzyme dissociation, Cy5-IP20 fluorescence polarization; R2B truncated from residue 108, S112A mutant; 0% DMSO only, 100% 113 µM cGMP;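 active means activation above a cutoff set at the mean over all compounds plus 3 SD, cut at about 18% in these data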;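 further: higher means more holoenzyme dissociation and a rise in polarization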
# Target sequence (P31323 whole entry, looked up, other chains not shown, the tested form may be a part): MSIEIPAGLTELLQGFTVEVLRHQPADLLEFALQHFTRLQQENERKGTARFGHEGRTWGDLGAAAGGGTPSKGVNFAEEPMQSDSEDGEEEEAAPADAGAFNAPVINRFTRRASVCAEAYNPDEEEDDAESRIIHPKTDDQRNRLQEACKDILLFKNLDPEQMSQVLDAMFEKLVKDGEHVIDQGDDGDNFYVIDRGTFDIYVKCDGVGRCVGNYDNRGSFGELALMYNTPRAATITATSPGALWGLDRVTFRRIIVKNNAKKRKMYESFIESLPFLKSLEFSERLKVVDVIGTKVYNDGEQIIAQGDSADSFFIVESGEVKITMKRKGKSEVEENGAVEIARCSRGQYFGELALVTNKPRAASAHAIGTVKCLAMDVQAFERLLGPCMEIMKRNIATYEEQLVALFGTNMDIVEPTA
# OPRM1-OPRD1 inv = mu-delta opioid heterodimer inverse agonism. P35372+P41143. AID 504357. hit rate 0.21% among 340,000. cell-based MOR-DOR heterodimer luminescence. inhibition, % at 9.3 µM; in the data active means inhibition above about 22%, passing the limit was not always enough;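 further: 0% = cells with DMSO and 100% = wells without cells with DMSO; values of inactives mirror those of a sister screen read the other way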
# PKA-R1A act = PKA-R1A complex activation. P00514+P68181. PKA-R1A dissociation, Cy5-IP20 fluorescence polarization; scaled: DMSO 0%, 113 µM cGMP 100%. activation, % at 11.4 µM. hit rate 0.083% among 340,000. AID 504707;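 active means percent activation above the mean of all tested compounds plus 3 SD, cut at about 19% in these data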;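 further: higher means more PKAc released from R1A so a rise in polarization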
# DAGLB inh = blocks human DAGLB lipase activity. hit rate 0.059% among 340,000. inhibition, % at 5.17 µM. HEK293T DAGLB membrane lysate, EnzChek fluorogenic substrate. Q8NCG7; in the data active means inhibition above about 34%;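 further: 0% = enzyme with vehicle and 100% = wells lacking enzyme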
# * = called active by the depositor; nt = no result given.
SMILES,DSG3 Ab inh,MOR-DOR ag,HTR5A ag ctr,V-ATPase pHluor,Arrestin-AP2 inh,HTR5A inv ag,PKA-R2B activ,OPRM1-OPRD1 inv,PKA-R1A act,DAGLB inh
CCCCOc1ccc(NC(=O)CSc2cccc3cccnc23)cc1,88,1.5,0,1,-8,-1,-1,-10,-10,-2
CC(C)(Oc1ccc(Cl)cc1)C(=O)N1CCC(C(N)=O)CC1,101,-1.5,-3,1,9,2,6,8,1,-2
Cn1c2ccccc2c(=O)c2c(=O)n(-c3ccc(F)cc3)c(C3CCCCC3)nc21,93,-2.2,-3,1,-12,-20,-9,12,-4,1
Cc1c(NC2=C(Cl)C(=O)N(c3ccccc3Cl)C2=O)c(=O)n(-c2ccccc2)n1C,98,0.4,5,0,5,25,-3,-2,6,4
CC(=O)Nc1ccccc1NC(=O)c1ccccc1,106,-0.4,3,-1,4,21,-3,3,-6,1
CN(Cc1ccon1)C(=O)c1ccc2nc(Cc3cccc(Cl)c3)oc2c1,100,0.1,2,5,27,6,11,-1,2,-2
N#Cc1cc(Cl)c(NCC2CCCO2)cc1C#N (stereo unspecified),102,-1.9,2,-6,-15,-7,-4,9,-10,0
CCN(C(=O)CSc1nnc(COc2cccc(C)c2)o1)c1nc(C)cs1,118,1.3,0,-1,28,0,-6,-11,-5,-4
O=C(Nc1nc2ccccc2n1Cc1ccc(Cl)cc1)c1ccco1,97,-0.5,4,2,21,-11,3,3,-9,2
Cc1noc(C)c1C(=O)N1CCOCC1,109,-1.0,-4,3,-5,9,1,4,11,0
Cc1nn(-c2ccccc2)c2c1C(c1ccc([N+](=O)[O-])cc1)C(C#N)=C(N)O2 (stereo unspecified),95,0.0,-1,-2,-15,5,-9,0,2,6
COc1ccc(C(C)=O)cc1COc1ccccc1[N+](=O)[O-],99,1.2,0,2,24,19,8,-6,3,0
O=[N+]([O-])c1ccc(N2CCN(C(=S)Nc3ccccc3)CC2)cc1,108,-2.1,4,3,1,2,0,10,-1,1
CCOC(=O)C1=C(COC(=O)CNC(=O)c2cccc(C)c2)NC(=O)NC1C (stereo unspecified),98,-2.2,1,1,2,8,-5,12,-5,0
Clc1ccc(NC2(c3nnnn3C3CCCCC3)CCCCC2)cc1,102,-3.9,3,-1,31,-9,-1,20,-14,-3
CC(C)c1ccc(N(CC(=O)NC2CCCCC2)C(=O)CNC(=O)c2ccco2)cc1,111,0.1,11,2,10,-27,3,0,-4,0
OCCN(CCO)CC(O)COCCC12CC3CC(CC(C3)C1)C2 (stereo unspecified),104,-2.6,1,4,-9,10,-4,12,0,-2
O=C(CSc1nnc(CNc2ccccc2)o1)N1CCc2ccccc21,99,7.0,7,-4,-8,-22,-3,-37,-2,-1
Cc1nc2sc3c(c2c(=O)n1N)CCC3,104,-0.7,2,3,0,14,-2,4,-8,2
O=C(O)c1cc(S(=O)(=O)NC23CC4CC(CC(C4)C2)C3)ccc1Cl,106,-2.8,4,-2,-13,-15,-4,14,-10,6
CCN(CC(=O)NCc1cccnc1)S(=O)(=O)c1ccc(OC)cc1,nt,-2.3,1,2,6,-3,-11,15,1,-1
Cc1cc(-c2nnc(CCC(=O)NCc3cc(F)cc(C(F)(F)F)c3)o2)no1,104,-0.6,-3,-3,5,-10,-7,4,-3,-2
CCCc1c(C(=O)N/N=C/c2ccoc2)nnn1-c1nonc1N,99,nt,nt,-2,nt,nt,3,nt,-4,0
COc1ccc(OC)c(CCNC(=O)c2ccc(CS(=O)Cc3cccc(Cl)c3)o2)c1 (stereo unspecified),100,-1.3,-3,5,-4,7,12,7,-5,-1
O=C(Nc1ccc2ccccc2n1)c1ccccc1Cl,113,-0.5,-2,0,13,6,9,2,0,-4
COc1ccc(NS(=O)(=O)c2cc(NC(=O)c3nn(C)c(=O)c4ccccc34)ccc2OC)cc1,113,1.4,2,4,5,-5,2,-7,2,0
O=C(NCCC1CCCCN1S(=O)(=O)c1ccccc1)C(=O)NCC1CCCO1 (stereo unspecified),101,-1.1,4,-4,32,-11,-2,7,5,-2
COc1ccc(N2CCN(S(=O)(=O)c3cccc(C(F)(F)F)c3)CC2)cc1,-25*,3.8,2,3,-3,-8,6,-19,10,-4
O=C(CCNC(=O)c1ccc(Br)cc1)Nc1ccc(S(=O)(=O)N2CCCCC2)cc1,96,0.0,2,5,0,-6,-3,0,14,-1
CC(C(=O)O)n1nc(-c2ccccc2)c2ccccc21 (stereo unspecified),110,-1.8,0,-4,15,2,-8,8,-8,-1

# Nothing new here: entries from further up.
SMILES,DSG3 Ab inh,MOR-DOR ag,HTR5A ag ctr,V-ATPase pHluor,Arrestin-AP2 inh,HTR5A inv ag,PKA-R2B activ,OPRM1-OPRD1 inv,PKA-R1A act,DAGLB inh
O=C(NCCC1CCCCN1S(=O)(=O)c1ccccc1)C(=O)NCC1CCCO1 (stereo unspecified),101,-1.1,4,-4,32,-11,-2,7,5,-2
COc1ccc(N2CCN(S(=O)(=O)c3cccc(C(F)(F)F)c3)CC2)cc1,-25*,3.8,2,3,-3,-8,6,-19,10,-4
O=C(CCNC(=O)c1ccc(Br)cc1)Nc1ccc(S(=O)(=O)N2CCCCC2)cc1,96,0.0,2,5,0,-6,-3,0,14,-1
CC(C(=O)O)n1nc(-c2ccccc2)c2ccccc21 (stereo unspecified),110,-1.8,0,-4,15,2,-8,8,-8,-1

# Following part
SMILES,DSG3 Ab inh,MOR-DOR ag,HTR5A ag ctr,V-ATPase pHluor,Arrestin-AP2 inh,HTR5A inv ag,PKA-R2B activ,OPRM1-OPRD1 inv,PKA-R1A act,DAGLB inh
CS(=O)(=O)N1CCN(CC(=O)NC2CCCCC2)CC1,100,-3.9,2,1,7,-5,0,20,1,0
COc1cc(CNc2ccc(CNc3ncn[nH]3)cc2)ccc1OCC(=O)NC(C)(C)C,94,0.1,-4,1,5,-7,7,-1,0,2
O=C(COC(=O)/C=C/c1cnc2ccccc2n1)NCC(F)(F)F,103,0.6,-4,0,-5,1,-10,-3,8,0
Cc1cc(C)c(S(=O)(=O)N2CCN(S(=O)(=O)N3CCOCC3)CC2)c(C)c1,nt,0.4,2,2,19,-15,-7,-3,-1,-1
C=CCn1c(=O)c(C(=O)Nc2ccccc2O)c(O)c2ccccc21,nt,4.4,3,-1,14,-9,1,-27,7,3
COc1ccc(CCNC(=O)/C=C/C(=O)O)cc1,100,-0.1,-2,1,3,5,-5,0,2,2
CCOC(=O)c1c(NC(=O)COC(=O)c2ccccn2)sc(C)c1C,98,-3.1,2,-2,-4,-6,-6,11,-5,-6
COc1cc(OC)c(NS(=O)(=O)c2cc(C(=O)NCCCN3CCOCC3)ccc2C)cc1Cl,105,nt,nt,0,nt,nt,-3,nt,-5,-2
O=C(O)c1cccc(N2C(=O)c3ccc(C(=O)c4cccc([N+](=O)[O-])c4)cc3C2=O)c1,101,-2.0,2,-1,10,-7,-1,10,-1,1
Cc1ccc(C(=O)NCC(=O)N2CCC3(CC2)NCCc2[nH]cnc23)cc1C,nt,-0.1,1,5,-2,4,8,0,-6,5
CC(C(=O)OCC(=O)c1c(N)n(C)c(=O)n(C)c1=O)N1C(=O)c2ccccc2C1=O (stereo unspecified),108,-3.6,7,1,2,-17,2,19,-4,1
N#CCC(CNc1ncc(C(F)(F)F)cc1Cl)OC(=O)c1ccc(Cl)cc1 (stereo unspecified),84,4.4,0,5,4,-18,-11,-24,-4,-7
COc1ccc(C2c3[nH]c4ccccc4c3CCN2Cc2cccn2-c2ncccn2)cc1C (stereo unspecified),107,12,-2,4,-4,5,-6,-62,-18,1
Cc1cc(C)cc(NC(=O)c2cc(=O)c3ccccc3o2)c1,102,-2.1,-1,-3,-13,-4,-1,10,12,-1
CC1(C)OC2OC3C(CN)OC(c4ccccc4)OC3C2O1 (stereo unspecified),123,-3.6,3,2,35,-11,-2,19,-7,-3
CN(C)C(CNC(=O)CCNS(=O)(=O)c1ccccc1C(F)(F)F)c1ccccc1 (stereo unspecified),nt,25*,2,2,58*,-5,-1,-104,0,0
O=C(COc1ccc(Cl)cc1)N1CCN(c2ccc([N+](=O)[O-])c(N3CCCCC3)c2)CC1,nt,-2.2,1,0,2,-14,3,10,1,11
CCCCCCCCCCNC(=O)CCn1[nH]c(=O)c2ccccc2c1=O,nt,-1.9,-4,-2,28,7,11,12,-2,4
Cc1ccccc1C(=O)N1CCC(C(=O)N(C)CCOc2ccccc2)CC1,101,-3.2,3,2,-14,-4,-11,17,-13,0
CCOC(=O)CN1C(=O)C(O)(CC(=O)c2ccccn2)c2ccccc21 (stereo unspecified),98,-8.9,-3,-4,11,7,10,49*,5,-2
CSc1cccc(NC(=O)CN(C2CCCCC2)S(C)(=O)=O)c1,92,-2.1,-2,-3,2,-26,9,13,-3,-4
COCCCn1c(C(=O)N2CC(C)OC(C)C2)cc2c(=O)n3ccccc3nc21 (stereo unspecified),110,-2.7,-1,3,-1,13,6,9,-9,-3
Cc1cc2oc(C(=O)N(Cc3ccc(N(C)C)cc3)CC3CCCO3)c(C)c2cc1C (stereo unspecified),84,4.2,-4,2,-6,-8,3,-21,-12,-8
Nc1ccc(Oc2ccc(F)cc2)nc1,nt,-0.4,-2,0,8,-17,7,2,-2,-1

# In the list so far, three contain two or more sulfur atoms.
SMILES,DSG3 Ab inh,MOR-DOR ag,HTR5A ag ctr,V-ATPase pHluor,Arrestin-AP2 inh,HTR5A inv ag,PKA-R2B activ,OPRM1-OPRD1 inv,PKA-R1A act,DAGLB inh
CCN(C(=O)CSc1nnc(COc2cccc(C)c2)o1)c1nc(C)cs1,118,1.3,0,-1,28,0,-6,-11,-5,-4
Cc1cc(C)c(S(=O)(=O)N2CCN(S(=O)(=O)N3CCOCC3)CC2)c(C)c1,nt,0.4,2,2,19,-15,-7,-3,-1,-1
CSc1cccc(NC(=O)CN(C2CCCCC2)S(C)(=O)=O)c1,92,-2.1,-2,-3,2,-26,9,13,-3,-4
